# Tau fil binding: binders of human tau filaments; recombinant tau filaments, thioflavin S fluorescence, 15 h; filaments grown with octadecylsulfate alongside compound; P10636; actives 2% (n = 71,000); Potency, µM (doses to about 57.1 µM), inactives show top-dose activity change, negative = inhibition;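 also: potency is read from the fitted curve at half-maximal effect; % is scaled to controls: 0 for no effect and ±100 for the full control effect; actives lower thioflavin S fluorescence by blocking filaments or displacing dye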
# Target sequence (P10636 whole entry, looked up): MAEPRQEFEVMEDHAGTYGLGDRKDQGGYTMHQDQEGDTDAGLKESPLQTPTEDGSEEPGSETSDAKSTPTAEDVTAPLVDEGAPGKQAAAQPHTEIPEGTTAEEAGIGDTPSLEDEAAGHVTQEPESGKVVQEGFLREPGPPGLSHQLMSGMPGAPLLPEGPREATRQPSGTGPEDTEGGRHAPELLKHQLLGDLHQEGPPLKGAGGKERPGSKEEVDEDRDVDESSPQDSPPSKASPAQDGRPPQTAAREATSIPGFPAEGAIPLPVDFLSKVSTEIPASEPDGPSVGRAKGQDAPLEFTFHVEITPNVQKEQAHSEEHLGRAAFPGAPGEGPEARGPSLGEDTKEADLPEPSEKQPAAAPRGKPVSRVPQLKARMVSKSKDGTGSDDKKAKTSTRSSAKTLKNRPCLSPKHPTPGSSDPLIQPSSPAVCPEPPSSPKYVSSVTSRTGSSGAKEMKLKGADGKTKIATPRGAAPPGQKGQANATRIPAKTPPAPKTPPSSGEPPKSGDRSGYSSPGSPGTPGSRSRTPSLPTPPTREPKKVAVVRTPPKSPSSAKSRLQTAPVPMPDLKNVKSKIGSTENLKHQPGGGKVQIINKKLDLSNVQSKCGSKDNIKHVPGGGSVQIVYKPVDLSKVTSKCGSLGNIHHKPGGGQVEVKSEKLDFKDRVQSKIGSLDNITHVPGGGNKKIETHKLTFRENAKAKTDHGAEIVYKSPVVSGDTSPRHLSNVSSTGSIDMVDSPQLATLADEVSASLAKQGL
#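 Recombinant tau protein (human, 1 uM final) plus 30 uM ODS in HEPES pH 7.4 with NaCl, DTT and thioflavine S. Compound present from the start; fluorescence at 510 nm after 15 h, 37 C.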
# FLuc inh: inhibitors of firefly luciferase; P08659; purified firefly luciferase, luminescence, 8 min; Potency, µM (doses to about 57.1 µM), for the others: top-dose activity change, negative = inhibition, actives largely listed as inhibitors; actives 2.2% (n = 72,000); also: potency is read from the fitted curve at half-maximal effect; % is scaled to controls: 0 for no effect and ±100 for the full control effect; nearly all actives have a fitted effect of over 40% in size
#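 Inhibition of light generation by firefly luciferase from ATP and luciferin was profiled with concentration-response curves per sample, ATP held at 10 uM within the enzyme's linear range. Plates were read by luminescence after an 8-minute ambient incubation.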
# Hsp90 Hop PPI: changes Hsp90-Hop TPR2A binding signal, up or down | AlphaScreen TPR2A-His6 binding biotin-Hsp90 C-terminal peptide | Potency, µM (highest dose often 57 µM), for the others: at the top dose activity change, negative = inhibition | actives 0.44% (n = 71,000); active = well fitted curve in either direction with a large enough effect; inconclusive = small, poorly fitted or top-dose-only effect, or another doubt; also: potency is read from the fitted curve at half-maximal effect; % is scaled to controls: 0 for no effect and ±100 for the full control effect; many of its hits are not listed in these tables
# TexasRed autofl: Texas Red region autofluorescence | Compound fluorescence, Texas Red channel, 547/618 nm; hits give high values | max dye-equivalent concentration, M | actives 0.06% (n = 59,000) | AID 587; in the data active = max dye-equivalent concentration above about 10 nM; inconclusive = between about 1.1 nM and that limit
#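 Compound fluorescence was read after 15 min at room temperature in 100 mM Tris, pH 8.0, using 547 nm excitation and 618 nm emission across a concentration series. It was expressed as Texas Red dye-equivalent concentration from an on-plate standard curve.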
# ERK AVP block: vasopressin-driven ERK pathway inhibition; HEK293-V1b, vasopressin-stimulated pERK AlphaScreen; actives 0.99% (n = 72,000); Potency, µM (doses to about 57.5 µM), inactives show top-dose activity, negative = inhibition, usual class: inhibitors; AID 995; also: potency is read from the fitted curve at half-maximal effect; % is scaled to controls: 0 for no effect and ±100 for the full control effect; nearly all actives have a fitted effect of over 55% in size
#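 HEK293 cells stably expressing V1b receptor, seeded overnight in 1% FBS, were treated with compounds for 30 min at 37C, then stimulated 5 min with 25 nM vasopressin; phospho-ERK read by AlphaScreen SureFire after lysis.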
# Rhodamine fluor: compound fluoresces in the rhodamine spectral region. actives 0.05% (n = 59,000). max dye-equivalent concentration, M. Rhodamine-region fluorescence, 547/598 nm, Tris buffer; hits give high values; in the data active = max dye-equivalent concentration above about 11 nM; inconclusive = between about 1.1 nM and that limit
#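 Intrinsic compound fluorescence, ex 547 / em 598 nm, CCD imager. Tris 100 mM pH 8.0; 15 min RT. Output = rhodamine dye-equivalent concentration at each compound concentration.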
# HADH2 inhib: blocks human hydroxyacyl-CoA dehydrogenase type II; Q99714; recombinant HADH2, NADH fluorescence, beta-hydroxybutyryl-CoA; Potency, µM (titrated, usually from 57.1 µM), without a hit: top-dose activity change, negative = inhibition, actives largely listed as inhibitors; actives 3.4% (n = 73,000); also: potency is read from the fitted curve at half-maximal effect; % is scaled to controls: 0 for no effect and ±100 for the full control effect; nearly all actives have a fitted effect of over 60% in size; many of its hits are not listed in these tables
# Target sequence (Q99714 whole entry, looked up, one chain of several): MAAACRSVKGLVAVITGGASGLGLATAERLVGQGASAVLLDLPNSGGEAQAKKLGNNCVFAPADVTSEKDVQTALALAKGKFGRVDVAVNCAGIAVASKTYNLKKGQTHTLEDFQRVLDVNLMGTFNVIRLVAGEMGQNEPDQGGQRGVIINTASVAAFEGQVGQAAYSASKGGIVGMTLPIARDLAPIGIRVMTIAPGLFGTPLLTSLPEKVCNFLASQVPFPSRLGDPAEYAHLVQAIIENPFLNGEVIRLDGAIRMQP
#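 Activity measured as NADH fluorescence gain (360/450 nm), taken as the change between first and last reads of a 4-min kinetic run. Conditions: pH 9.0 Tris buffer, 20 nM E. coli-expressed His-tagged enzyme, 1 mM NAD+, 90 uM beta-hydroxybutyryl-CoA; 15-min compound preincubation.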
# ALOX15 inhib: blocks human 15-lipoxygenase activity | Potency, µM (top dose mostly 57.1 µM), without a hit: at the highest dose activity change, negative = inhibition, hits mostly inhibitors | actives 1.4% (n = 74,000) | purified 15hLO-1, xylenol orange hydroperoxide absorbance; also: potency is read from the fitted curve at half-maximal effect; % is scaled to controls: 0 for no effect and ±100 for the full control effect; nearly all actives have a fitted effect of over 55% in size
#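 Quantitative HTS in 25 mM Hepes pH 7.5 containing 0.01% Triton X-100: human 15hLO-1 at 40 nM, arachidonic acid at 50 uM, 6 min turnover. Product quantified via ferrous oxidation/xylenol orange, 573:405 nm absorbance ratio.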
# HBB splicing: alters splicing of the hemoglobin beta chain; HBB splicing reporter cell assay, activation; EGFP reporter with mutant IVS2-654 intron; response scale: normalised to 500 nM splice-correcting PNA; Potency, µM (highest dose often 46.1 µM), without a hit: top-dose activation, actives largely listed as activators; actives 0.06% (n = 65,000); AID 925; also: potency is read from the fitted curve at half-maximal effect; 0% is about no effect
#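 Compounds were applied for 2 days to HeLa EGFP-654 cells, 500/well in Optimem with 2% FCS. The reporter's EGFP is disrupted by mis-splicing of beta-globin intron IVS2-654. Readout: summed well GFP fluorescence from 488 nm laser scanning; reference was 500 nM antisense […] 654 PNA.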
# DNA Pol III inh: blocks replication by bacterial DNA polymerase III holoenzyme | Potency, µM (titrated, usually from 57.1 µM), without a hit: at the highest dose activity change, negative = inhibition | AID 603 | reconstituted DNA polymerase III holoenzyme replication, biochemical | actives 0.25% (n = 71,000); also: potency is read from the fitted curve at half-maximal effect; % is scaled to controls: 0 for no effect and ±100 for the full control effect
#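 Reconstituted *E. coli* holoenzyme (0.35 nM Pol III, 1 nM beta, 154 nM SSB, 2 nM primase) was preincubated with compound for 15 min at RT. Synthesis on 1.4 nM ssM13Gori ran 35 min, then was stopped with PicoGreen/EDTA and read as dsDNA fluorescence.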
# CRE Fsk mod: modulators of forskolin-stimulated CRE signaling in CHO cells; CHO CRE-bla reporter (cAMP response element driving beta-lactamase), forskolin EC10, beta-lactamase ratio; Potency, µM (doses to about 38.2 µM), for the others: at the top dose activity change, negative = inhibition, most hits filed as activators; actives 2.5% (n = 71,000); AID 662; active = well fitted activation curve with a large enough effect in the signal ratio, with a control signal flat, not every such curve was filed as active; inconclusive = small, poorly fitted or top-dose-only effect, or effect the other way, or a change in a side signal; the % refers to the signal ratio; also: potency is read from the fitted curve at half-maximal effect; % of control where 0% means no effect
#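 CRE-bla CHO cells stimulated with EC10 NKH 477 (water-soluble forskolin) and compound titrations, 3 h at 37C; beta-lactamase read with CCF4 after 2 h at room temperature. Activity from 460/530 nm emission ratio, AC50 values for positive or negative modulation.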
# * = called active by the depositor; i = inactive; ? = inconclusive; · = no result given; [ ] = another dose, or the depositor's remark. Unless noted, calls follow the shape of the dose curve; as a rule, active = well fitted curve in the direction sought with a large enough effect; inconclusive = small, poorly fitted or top-dose-only effect, or another doubt; inactive = no such curve, though single readings can be large; an effect the other way counts as inactive or inconclusive.
SMILES,Tau fil binding,FLuc inh,Hsp90 Hop PPI,TexasRed autofl,ERK AVP block,Rhodamine fluor,HADH2 inhib,ALOX15 inhib,HBB splicing,DNA Pol III inh,CRE Fsk mod
Cc1nn(-c2nc3ccccc3n2Cc2ccccc2)c2c1C(=O)CC(C)(C)C2,-8%,-2%,0%,i,?,i,6%,?,-0.5%,-3%,-6%
CCOC(=O)c1sc(=N)n(-c2ccc(OC)cc2)c1C,27%,-8%,-2%,i,9%,i,-1%,-3%,-0.7%,3%,?
CCOC(=O)c1cc(-c2ccco2)nc2c1c(C)nn2-c1ccccc1,10µM*,0%,3%,i,-21%,i,?,-28%,-0.5%,-7%,?
CCCN1CCN(C(=O)c2cn(CC(C)C)c(=O)c3cc(OC)c(OC)cc23)CC1,6%,-1%,1%,i,-8%,i,8%,-7%,-5.8%,-3%,?
CC(=O)c1c(C)nc2ccc(Br)cc2c1C(=O)O,-3%,-1%,0%,·,·,·,-13%,-8%,0.4%,0%,-7%
CC(C)(C)NC[C@H](O)c1cc(O)cc(O)c1,-3%[25.6 µM],1%[25.5 µM],-1%[26 µM],i,-14%[25.7 µM],i,6%[25.6 µM],5%[25.6 µM],1.0%[20.6 µM],-6%[25.6 µM],-7%[17.1 µM]
CCn1c(COc2cccc(C)c2)nnc1SCC(=O)N1CCCC1,-12%,5%,-3%,?,0%,i,6%,1%,-0.1%[57.5 µM],-2%,-4%
CCOC(=O)Nc1ccc2c(c1)Nc1ccccc1S2,?,-1%,?,i,12%,i,?,32µM*,0.0%[57.5 µM],5%,1%
COc1cc(C(=O)NCCC(=O)NC2CCCCCCC2)cc(OC)c1OC,-2%,2%,3%,i,-3%,i,7%,7%,-0.9%[1.84 µM],0%,?
CCOc1ccc(-n2c(Cc3cc(=O)[nH]c(=O)[nH]3)nnc2SCC(N)=O)cc1,1%,5%,0%,i,-25%,i,-1%,2%,3.5%,-3%,?
O=C(Nc1ncnc2sc3c(c12)CCC3)c1ccco1,-7%,0%,-3%,i,-12%,i,5%,-5%,·,-7%,?
CCN(CC)C(=O)c1ccc(COc2ccccc2Br)o1,-2%,-4%,-1%,i,21%,i,-5%,-1%,-1.2%,0%,18%
O=S(=O)(NCC1CCCO1)c1ccc2c(c1)OCCO2 (stereo not given),-6%,3%,0%,i,-12%,i,-3%,5%,0.5%,0%,1%
Brc1cccc(-c2nnc3n2CCCCC3)c1,3%,4%,0%,i,-9%,i,2%,6%,0.4%[0.369 µM],-11%,4%
CC1CCCCN1S(=O)(=O)c1ccc2c(c1)CCN2C(=O)CCC(=O)O (stereo not given),9%,3%,-1%,i,0%,i,10%,5%,-2.8%,-6%,?
CCOC(=O)c1c(C)[nH]c(C(=O)CSc2nnc(CC(C)c3ccccc3)o2)c1C (stereo not given),30%,3%,-8%,i,-28%,i,14%,8%,0.9%[57.5 µM],-5%,5%
CCCc1nc(N)nc2c1C(=O)CC(C)(C)C2,11%,3%,-4%,·,-24%,·,10%,6%,0.5%,-4%,?
CC(=O)Nc1cn(C(C)=O)c(C)n1,2%,3%,-1%,i,-22%,i,-2%,2%,0.2%,-5%,3%
Cc1ccc(/C(O)=C2\C(=O)C(=O)N(CC(C)O)C2c2ccc(N(C)C)cc2)cc1 (stereo not given),4%,0%,-3%,i,14%,i,-18%,-5%,0.0%[57.5 µM],5%,4%
O=C(Cn1nnc(-c2cccc(C(F)(F)F)c2)n1)NC(=O)NCc1ccco1,-5%,2%,-5%,i,22%,i,9%,-8%,-2.3%,2%,9%
COCCn1c(C)cc(C(=O)CSc2nnc3scc(-c4ccc(Cl)cc4)n23)c1C,-5%,1%,0%,i,-10%,i,18%,4%,-0.1%,6%,5%
CN(C)c1cc(-c2ccccc2)nc(N)n1,12%,1%,-3%,·,-5%,·,5%,3%,0.6%,-3%,?
COc1cccc(N2CCN(C(=O)CCn3c(=S)[nH]c4cc5c(cc4c3=O)OCO5)CC2)c1,-5%,0%,-4%,?,-2%,i,8%,1%,-3.6%[0.369 µM],-4%,15%
Cc1nc2ccc3nc(NC(=O)c4ccc(S(=O)(=O)N5CCOCC5)cc4)sc3c2s1,4%,4%,0%,i,16%,i,21%,8%,10%,-7%,-1%
Cc1cc(Br)c(S(=O)(=O)n2nnc3ccccc32)cc1C,8%,-1%,3%,i,-6%,i,?,0%,-0.8%,-2%,-1%
# Further entries follow.
SMILES,Tau fil binding,FLuc inh,Hsp90 Hop PPI,TexasRed autofl,ERK AVP block,Rhodamine fluor,HADH2 inhib,ALOX15 inhib,HBB splicing,DNA Pol III inh,CRE Fsk mod
COc1ccc(S(=O)(=O)N2CCC(NC(=O)Nc3ccc(C)cc3)CC2)cc1,10%,1%,-1%,i,-4%,i,14%,-4%,-0.4%[57.5 µM],0%,-19%
O=C(c1cccc(F)c1)N1CCN(C(=O)c2cc(-c3ccc(Cl)cc3Cl)on2)CC1,30%,-27%,?,i,?,i,10%,16µM*,-2.4%,2%,-10%
COc1cc(C)c(Br)cc1S(=O)(=O)N1CCCC1,20%,0%,3%,?,9%,i,6%,-4%,2.5%,5%,-6%
COC(=O)c1cc(C(=O)OC)cc(S(=O)(=O)Nc2ccc(Cl)c(N)c2)c1,-12%,-3%,-4%,?,16%,i,-2%,-11%,·,2%,-3%
CN(C(=O)CSc1ncccc1C(=O)O)c1ccccc1,-1%,1%,0%,i,3%,i,6%,-4%,1.0%[57.5 µM],-1%,0%
CCCCCc1nnc(NC(=O)C2CCCO2)s1 (stereo not given),8%,-1%,-2%,i,-6%,i,?,0%,3.3%,-3%,6%
O=C(Cn1ncc2c(=O)oc3ccccc3c21)NCC1COc2ccccc2O1 (stereo not given),246%,3%,-5%[2.3 µM],·,-20%,·,11%,-2%,-0.5%,-2%,8%
COc1ccc(CSc2nc(C)cc(=O)[nH]2)cc1,-4%,-4%,0%,·,11%,·,1%,-2%,-5.7%,-6%,1%
NC(=O)CCS(=O)(=O)CCN1CCCCC1,-2%,-2%,-1%,i,11%,i,4%,9%,-0.7%[57.5 µM],3%,-10%
CCOc1ccc(NC(=O)Cn2nnc(-c3ccccc3F)n2)cc1,67%,1%,1%,i,-3%,i,-1%,11%,-0.2%[57.5 µM],-2%,-4%
COCCCNc1nc(=S)[nH]c2cc(OC)c(OC)cc12,-7%,3%,-5%,i,22%,i,-22%,-1%,-0.8%,-5%,0%
CC(=O)N1CCc2cc(S(=O)(=O)CCC(=O)N3CCN(c4ccccn4)CC3)ccc21,8%,-1%,-9%,i,-6%,i,-5%,-2%,0.5%,-2%,?
C=CCC1(O)C(=O)Nc2ccccc21 (stereo not given),6%,3%,3%,i,-2%,i,4%,11%,0.3%[57.5 µM],-4%,-5%
CN(C)c1nc(N)nc(CSc2nnnn2C)n1,-1%,-2%,-5%,i,-12%,i,3%,4%,-0.8%,-5%,10%
CCN1CCCC1CNC(=O)Cn1ncc2c(=O)oc3ccc(C)cc3c21 (stereo not given),-1%,1%,-2%,·,-10%,·,2%,-3%,1.0%,-9%,6%
CCOCCc1nnc(NC(=O)CSc2ccccc2)s1,1%,-1%,-2%,i,-1%,i,-7%,3%,1.7%,-3%,9%
O=C(O)C1C2C=CC(C2)C1C(=O)N1CCc2ccccc21 (stereo not given),-20%,0%,-12%,?,-9%,i,-1%,-4%,2.2%,3%,-6%
O=C(CSc1nc2ccccc2o1)NCC(=O)c1ccccc1,-6%,5%,1%,i,10%,i,-21%,1%,·,-4%,4%
CCOC(=O)C1CCN(C2CC(=O)N(c3ccc(OCC)cc3)C2=O)CC1 (stereo not given),-2%,1%,-2%,?,2%,i,0%,-3%,-1.1%,-5%,?
N#Cc1ccc(CN2CC[C@@]3(CCCN(C(=O)c4ccncc4)C3)C2)cc1,5%,1%[11.4 µM],5%,i,4%,i,8%,8%,-0.4%,-4%,9%

# Shown as a hit in Tau fil binding, of those listed so far:
smiles | Tau fil binding | FLuc inh | Hsp90 Hop PPI | TexasRed autofl | Rhodamine fluor | HADH2 inhib | ALOX15 inhib | DNA Pol III inh | CRE Fsk mod
CCOC(=O)c1cc(-c2ccco2)nc2c1c(C)nn2-c1ccccc1 | 10µM* | 0% | 3% | i | i | ? | -28% | -7% | ?

# Screening data as filed in PubChem BioAssay.

# These rows are one share of the data; the hit share may differ from the screen's.
